Nrf2 activator: Nrf2 pathway activation; AREc32 ARE-luciferase reporter (MCF7-derived line), luminescence, 24 h; Potency, µM (doses to about 46.1 µM), without a hit: at the highest dose activation, hits mostly activators; 410,000 compounds, 0.31% hits; AID 624171; also: % of control where 0% means no effect; nearly all actives have a fitted effect of over 65% in size
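Each well held 1000 AREc32 cells, which were incubated with compound for 24 hr at 37 deg C after overnight attachment, and ARE reporter activity was quantified by firefly luciferase luminescence.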
HepG2 viability: kills HepG2 cells in TGF-b inhibitor counter-screen; HepG2 CAGA-GFP viability, ATP luminescence, 18 h; Potency, µM (series often up to 46.1 µM), for the others: at the highest dose activity change, negative = cytotoxicity, usual class: cytotoxic; 410,000 compounds, 0.76% hits; also: some results filed as inactive show a strong effect at the top dose
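CellTiter-Glo luminescence gave cytotoxicity after 18 hours at 37 degrees C. The cells were HepG2 CAGA-GFP in 1% FBS DMEM, stimulated with 500 pg/mL TGF-beta after compound addition. %Activity was normalised to no-cell wells (complete cell-killing) and DMSO (no toxicity), and curves were fitted and classified.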
ATXN2 expr inh: inhibitors of ATXN2 expression; Potency, µM (doses to about 57 µM), for inactives: at the top dose activity change, negative = inhibition, hits mostly inhibitors; HEK-293 ATXN2-luciferase reporter, luminescence, 24 h; AID 1745845; 360,000 compounds, 0.72% hits; also: % is scaled to controls: 0 for no effect and ±100 for the full control effect; nearly all actives have a fitted effect of over 55% in size
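qHTS (up to 57 uM final) was run with 24 h compound exposure of reporter cells at 37 °C. Each well was multiplexed: SteadyGlo luminescence measured ATXN2-luciferase expression after a fluorogenic Gly-Phe-AFC viability readout (25 uM final).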
A549 viability: A549 cytotoxicity, counter-screen for Nrf2 inhibitors | A549 ARE-Fluc cells, CellTiter-Fluor viability, 18-24 h | Potency, µM (doses to about 46 µM), for the others: top-dose activity change, negative = cytotoxicity, hits mostly inhibitors | 390,000 compounds, 0.16% hits | AID 504648; also: % is scaled to controls: 0 for no effect and ±100 for the full control effect
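A549 ARE-Fluc cells in 5% FBS OPTI-MEM, 5000 cells/well, rested 2 h then exposed to compounds in concentration-response for 18-24 h at 37 °C. Viability by CellTiter-Fluor fluorescence (Ex 405/Em 525) after 30 min; luciferase luminescence (BugLite, 15 min, RT) read afterwards.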
MCF10A rereplic: induces DNA re-replication in MCF 10a normal breast cells; MCF 10A DNA re-replication, Hoechst nuclear intensity, 48 h; Potency, µM (highest dose often 46.1 µM), inactives show at the highest dose activity, positive = re-replication, hits mostly activators; 350,000 compounds, 2.9% hits; also: % of control where 0% means no effect; nearly all actives have a fitted effect of over 50% in size
ATXN viability: cell viability loss in ATXN counter-screen; S2 cells (HEK-293 line with an ATXN2-luciferase reporter) viability, CellTiter-Fluor protease fluorescence, 24 h; Potency, µM (highest dose often 56.7 µM), actives largely listed as cytotoxic; 400,000 compounds, 0.49% hits; AID 651635; also: nearly all actives have a fitted effect of over 40% in size
Nrf2 block: Nrf2 pathway inhibition. A549 ARE-Fluc reporter, luciferase luminescence, 18-24 h. Potency, µM (titrated, usually from 46 µM), without a hit: at the highest dose activity change, negative = inhibition, most hits filed as inhibitors. 360,000 compounds, 2.1% hits; also: % is scaled to controls: 0 for no effect and ±100 for the full control effect; nearly all actives have a fitted effect of over 60% in size
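Quantitative HTS in A549 cells stably bearing an antioxidant response element-firefly luciferase construct. Inhibition of Nrf2-driven transcription was scored by luminescence after 18-24 h of compound exposure at 37 °C.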
EPAC2 antagonist: blocks human EPAC2 exchange factor. EPAC2 GEF exchange of Rap1B-BODIPY-GDP, fluorescence. Potency, µM (titrated, usually from 114 µM), without a hit: at the top dose activity, negative = inhibition, hits mostly inhibitors. 360,000 compounds, 0.18% hits; also: % is scaled to controls: 0 for no effect and ±100 for the full control effect; nearly all actives have a fitted effect of over 45% in size; many of its hits are not listed in these tables
Target sequence (Q8WZA2 whole entry, looked up): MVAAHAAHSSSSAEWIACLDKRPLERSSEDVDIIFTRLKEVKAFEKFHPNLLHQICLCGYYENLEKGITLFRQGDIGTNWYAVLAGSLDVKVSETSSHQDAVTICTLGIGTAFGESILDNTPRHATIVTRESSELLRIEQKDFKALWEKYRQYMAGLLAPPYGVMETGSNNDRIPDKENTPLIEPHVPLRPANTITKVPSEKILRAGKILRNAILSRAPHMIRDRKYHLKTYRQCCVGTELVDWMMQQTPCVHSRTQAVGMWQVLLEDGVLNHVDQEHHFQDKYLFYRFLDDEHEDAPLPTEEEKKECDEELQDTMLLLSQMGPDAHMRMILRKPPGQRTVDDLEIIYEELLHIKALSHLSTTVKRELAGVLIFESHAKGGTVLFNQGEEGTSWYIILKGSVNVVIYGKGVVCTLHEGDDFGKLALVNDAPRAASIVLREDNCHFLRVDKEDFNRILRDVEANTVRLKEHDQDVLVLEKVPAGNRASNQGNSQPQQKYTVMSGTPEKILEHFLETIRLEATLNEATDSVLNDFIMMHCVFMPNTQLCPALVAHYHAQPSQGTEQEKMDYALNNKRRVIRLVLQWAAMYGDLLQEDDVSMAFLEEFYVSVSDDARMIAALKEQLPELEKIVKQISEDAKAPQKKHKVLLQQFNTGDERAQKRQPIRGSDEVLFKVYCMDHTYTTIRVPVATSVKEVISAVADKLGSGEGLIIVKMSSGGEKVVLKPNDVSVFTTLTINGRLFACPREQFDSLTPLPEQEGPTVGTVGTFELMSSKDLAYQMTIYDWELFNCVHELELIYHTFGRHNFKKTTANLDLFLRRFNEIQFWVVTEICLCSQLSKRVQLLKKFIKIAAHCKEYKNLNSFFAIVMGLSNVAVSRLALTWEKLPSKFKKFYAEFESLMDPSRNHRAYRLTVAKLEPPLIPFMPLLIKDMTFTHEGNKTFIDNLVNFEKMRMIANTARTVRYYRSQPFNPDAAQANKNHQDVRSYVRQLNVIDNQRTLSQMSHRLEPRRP
TGFb SMAD3 inh: inhibitors of TGF-b signaling. HepG2 CAGA-GFP TGF-b/SMAD3 reporter, GFP fluorescence, 18 h; TGF-beta stimulated, 500 pg/mL final. Potency, µM (doses to about 46.1 µM), without a hit: at the top dose activity, negative = inhibition, most hits filed as inhibitors. 410,000 compounds, 1.2% hits; also: % is scaled to controls: 0 for no effect and ±100 for the full control effect; nearly all actives have a fitted effect of over 65% in size
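Inhibition of TGF-beta-driven CAGA-GFP reporter expression in HEPG2 cells is measured by cellular GFP fluorescence after 18 h stimulation with 500 pg/mL recombinant TGF-beta in 1% FBS medium at 37 degrees C.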
Starred values were filed as active, the others as inactive; i = inactive; ? = inconclusive; nt = no result given; & = joins results of further samples; [ ] = remark or other dose. Calls follow the shape of the dose curve; as a rule, active = well fitted curve in the direction sought with a large enough effect; inconclusive = small, poorly fitted or top-dose-only effect, or another doubt; inactive = no such curve, though single readings can be large; an effect the other way counts as inactive or inconclusive. Potency is read from the fitted curve at half-maximal effect. Some of the compounds tested. The share of hits here may be higher or lower than overall.

The opening 2 compounds (preview)
SMILES	Nrf2 activator	HepG2 viability	ATXN2 expr inh	A549 viability	MCF10A rereplic	ATXN viability	Nrf2 block	EPAC2 antagonist	TGFb SMAD3 inh
COC(=O)CSc1ncc2c(n1)-c1ccccc1N(Cc1cccc(F)c1)S2(=O)=O	-0.1%	6%	4%	-8%	nt	i	?	nt	15%
CC(=O)NS(=O)(=O)c1ccc(NC(=O)CC23CC4CC(CC(Br)(C4)C2)C3)cc1	0.2%	-2%	-3%	0%	4%	i	5%	-5%	11%

The whole of this part, from the first entry:
SMILES	Nrf2 activator	HepG2 viability	ATXN2 expr inh	A549 viability	MCF10A rereplic	ATXN viability	Nrf2 block	EPAC2 antagonist	TGFb SMAD3 inh
COC(=O)CSc1ncc2c(n1)-c1ccccc1N(Cc1cccc(F)c1)S2(=O)=O	-0.1%	6%	4%	-8%	nt	i	?	nt	15%
CC(=O)NS(=O)(=O)c1ccc(NC(=O)CC23CC4CC(CC(Br)(C4)C2)C3)cc1	0.2%	-2%	-3%	0%	4%	i	5%	-5%	11%
CC(C)CC1C(=O)N(Cc2cn(CCC3OCCCO3)nn2)CCS(=O)(=O)N1Cc1ccc(-c2cccc(CO)c2)cc1 (stereo not drawn)	3.1%	-21%	-28%	nt	nt	?	nt	3%	-1%
Cc1ccc(-c2nnc(NCc3nc4ccccc4[nH]3)c3ccccc23)cc1S(=O)(=O)N(C)C	4.0%	-24%	-16%	-9%	?	?	?	-2%	-13%
COC(=O)c1cnc2c(c1C(=O)OC)c(=O)n(C)c(=O)n2C	0.0%	-1%	2%	-7%	-1%	i	6%	3%	-21%
CN(C)CCCNc1oc(/C=C/c2ccc(F)cc2)nc1C#N	23%	-22%	nt	-5%	nt	nt	11%	nt	nt
CC1CC(C)CN(CC(=O)N2CCCc3c2c(=O)oc2ccc(OCc4ccccc4)cc32)C1 (stereo not drawn)	2.2%	-52%	-23%	?	?	?	?	-7%	-5%
COC(=O)C1=C(C)NC(=O)NC1c1ccc2ccccc2c1 (stereo not drawn)	0.4%	-5%	-1%	2%	1%	i	?	-2%	20%
O=c1c2ccccc2nnn1CSc1ccc2c(c1)OCCO2	0.4%	-10%	19%	-4%	11%	i	?	-5%	38%[activator]
O=C(NCC(=O)N1CCN(c2ccc(C(F)(F)F)cn2)CC1)c1ccc(Br)o1	-0.4%	-21%	?	-10%	3%	i	?	-15%	-22%
CC(=O)Nc1ccc(S(=O)(=O)NNC(=O)NC23CC4CC(CC(C4)C2)C3)cc1	-0.2%	-16%	10%	-6%	3%	i	20%	-14%	5%
Cc1nc(SCc2cccc(F)c2)[nH]c(=O)c1C#N	-0.7%	-3%	11%	0%	1%	i	12%	-4%	-20%
COc1cc(/C=C2\SC(=Nc3ccccc3)NC2=O)cc(Cl)c1O	6.5%	-10%	-11%	?	21µM*	?	23%	-14%	136%[activator]
Nc1nnc(SCc2cn3cc(Cl)ccc3n2)s1	1.9%	-2%	17%	-2%	3%	i	?	-2%	0%
CN(CC(=O)Nc1ccc(F)cc1)C(=O)CN1C(=O)c2cccc([N+](=O)[O-])c2C1=O	-0.1%	-1%	1%	7%	-3%	i	-5%	3%	2%
COc1ccc(Cl)cc1NC(=O)CN1c2ccccc2CC1C (stereo not drawn)	1.6%	-40%	-18%	-2%	14%	i	?	?	?
CC1(Cc2ccc(Cl)cc2)C(=O)Nc2ccc(-c3cccnc3)cc21 (stereo not drawn)	0.9%	-23%	18%	nt	nt	i	nt	50µM*	7%
COc1ccc2[nH]c3c(c2c1)CCN1C(=O)C(CC(=O)NCc2ccco2)C[C@H](C(=O)N2CCOCC2)[C@@]31CCC1CCCC1 (stereo partly drawn)	-1.1%	-3%	-3%	-2%	?	i	-7%	-8%	?
Cc1cccc(OCC(O)Cn2c(NCCCOC(C)C)nc3c2c(=O)[nH]c(=O)n3C)c1 (stereo not drawn)	1.3%	0%	-2%	20%	-3%	i	nt	15%	-7%
Cc1ccc(S(=O)(=O)N(C)C)cc1NC(=O)COC(=O)CCC(=O)c1ccc(F)cc1	-0.2%	1%	-5%	-6%	-10%	i	27%	1%	11%
COc1cc(/C=C2\CCOC2=O)cc(OC)c1OC	-0.2%	-1%	17%	-9%	1%	i	-11%	0%	-1%
CCOc1ccccc1NC(=O)C(=O)NCCC1=CCCCC1	-0.4%	-2%	5%	-3%	-10%	i	8%	1%	?
CC(Sc1ncnc2sccc12)C(=O)Nc1ccc(C(N)=O)cc1 (stereo not drawn)	0.2%	0%	1%	1%	15%	i	-18%	-6%	14%
Cc1ccc(/C=N/NC(=O)c2nnn(-c3nonc3N)c2CN(C)C)s1	-0.8%	-3%	-11%	2%	-1%	i	-7%	-1%	-8%
COc1ccc(-c2nnn(Cc3ccccc3)n2)cc1OC	2.2%[9.22 µM]	-5%	8%	6%	-10%	i	7%	-8%	23%
COc1ccc(OC2C(=O)N(Cc3ccc4c(c3)OCO4)C2c2sccc2C)cc1 (stereo not drawn)	2.7%	-24%	?	-2%	6%	i	?	-6%	1%
Nc1c(C(=O)OCC(=O)Nc2cccc([N+](=O)[O-])c2)[nH]c(=O)[nH]c1=O	4.3%	2%	-3%	0%	1%	i	-1%	10%	11%
Cc1nn2c3ccccc3n(CC(=O)c3cccs3)c2nc1=O	-0.3%	-11%	-4%	1%	-36%[inhibitor]	i	0%	8%	-2%
COc1cc(CN2CCN(c3cccc(Cl)c3)CC2)cc(OC)c1OC	0.2%	-4%	?	-14%	16µM*	i	nt	-20%	-1%
COc1cnn(-c2ccc(C)cc2)c(=O)c1SCc1ccccc1	0.2%	-34%	21%	-11%	2%	i	2%	-9%	-15%
CC(C)NC(=S)Nc1ccc(S(=O)(=O)Nc2ncccn2)cc1	0.2%	-17%	1%	0%	4%	i	1%	-9%	7%
COc1cccc(NC(=O)Nc2ccccc2Br)c1	3.6%	-19%	23%	0%	1%	i	?	-13%	0%
Cc1nn(C(C)C(=O)NCCCN(Cc2ccccc2)C(C)C)c(=O)c2c1sc1ccccc12 (stereo not drawn)	-1.1%	-8%	nt	1%	?	i	-33%	-4%	1%
NC(=O)C1(N2CCCCC2)CCN(C(=O)CSc2nc3ccccc3o2)CC1	2.6%	-3%	-1%	13%	?	i	-5%	-7%	-5%
COc1cc(-c2nc(SCC(=O)Nc3ccc4c(c3)OCO4)c(-c3ccccc3)[nH]2)cc(OC)c1OC	13%	-53%	?	-6%	nt	?	0%	nt	-23%
Cc1nnc(Cn2cnc3c2c(=O)n(C)c(=O)n3C)o1	-0.6%	1%	-5%	3%	0%	?	16%	24%	15%
CCN(CC)C(=O)[C@H]1CC(CC(=O)NCCc2ccccn2)C(=O)N2CCc3c([nH]c4ccccc34)[C@]12C (stereo partly drawn)	-0.4%	2%	12%	5%	4%	i	-2%	-9%	9%
Cc1cc(C(=O)NNC(=O)c2cccs2)nn1C(C)(C)C	0.3%	-10%	5%	3%	0%	i	13%	7%	2%
CCOc1ccc(CCNC(=O)COC(=O)c2ccc(C)c(S(=O)(=O)N3CCOCC3)c2)cc1OCC	0.7%	0%	nt	nt	nt	i	nt	10%	1%
CCOC(=O)c1ccccc1NC(=O)CSc1nc2ncccc2o1	3.2%	2µM*	8%	0%	nt	i	15%	nt	-1%
C=CCOc1c(CNn2cn[nH]c2=S)cccc1OC	-0.3%	8%	-20%	1%	23%	i	-2%	-13%	36%
COC(=O)[C@H](CC(C)C)NC(=O)N1CCCCC1C (stereo partly drawn)	0.5%	18%	-29%	11%	9%	i	6%	7%	32%[activator]
Fc1cc(Br)ccc1NC(=S)Nc1ccccc1	2.6%	-40%	42%[activator]	6%	?	i	8%	6%	?
Cc1ccccc1OCC(O)Cn1c(=N)n(CCN2CCOCC2)c2ccccc21 (stereo not drawn)	-0.4%&-0.1%	-31%&-18%	-17%&-17%	-27%&3%	-8%&-8%	i	-12%&3%	3%&9%	17%&3%
CCn1c(=O)n(CC(=O)NCC2CCCO2)c(=O)c2c3c(sc21)CCCC3 (stereo not drawn)	-0.5%	-45%	9%	-2%	11%	i	-22%	1%	-6%
Cc1ccc2[nH]cc(CCNC(=O)/C=C/c3ccco3)c2c1	15%	-10%	-29%	-1%	2%	i	?	-11%	0%
NC(=O)COC(=O)c1cccc(S(=O)(=O)N2CCCc3ccccc32)c1	0.3%	-12%	-19%	-1%	2%	?	-17%	6%	-5%
CCOc1ccc(OCCCC(=O)N(C)CC(=O)Nc2ccc(N3CCOCC3)cc2)cc1	0.7%	4%	-3%	-8%	1%	i	-15%	-10%	-8%
Cc1cc(C(=O)CCC(=O)NCC2COc3ccccc3O2)c(C)s1 (stereo not drawn)	-0.5%	-1%	6%	-9%	0%	i	2%	3%	-5%
Cc1c(C(=O)OCC(=O)N(C)c2ccccc2)oc2ccccc12	5.3%	22%	43%[activator]	-1%	3%	i	?	8%	6%
O=C(Cn1ccc([N+](=O)[O-])n1)NCC1CCCO1 (stereo not drawn)	0.0%	11%	-13%	0%	3%	i	-5%	9%	10%
N#Cc1ccc(OCC(=O)OCC(=O)Nc2sccc2C(N)=O)cc1	-0.1%	16%	4%	-2%	-3%	i	-5%	0%	4%
CC(C)Nc1nc(NC(C)C)nc(C(=O)OCCO)n1	-0.3%	1%	1%	1%	-1%	i	-1%	-6%	4%
Cc1nnc(NC(=O)CSc2nnc(C)c(=O)n2N)s1	0.1%	-7%	5%	1%	-1%	i	0%	6%	-12%
CC(C)CCN1CCN(CC(c2ccccc2)c2ccccc2)CC1CCO (stereo not drawn)	0.2%	-19%	-20%	-7%	7%	?	6%	3%	?
O=c1ccc2cc(S(=O)(=O)NCc3ccc(Br)cc3)ccc2[nH]1	-0.9%	3%	-7%	3%	nt	i	nt	nt	-8%

Pulled by structure from the list above:
SMILES	Nrf2 activator	HepG2 viability	ATXN2 expr inh	A549 viability	MCF10A rereplic	ATXN viability	Nrf2 block	EPAC2 antagonist	TGFb SMAD3 inh
O=c1ccc2cc(S(=O)(=O)NCc3ccc(Br)cc3)ccc2[nH]1	-0.9%	3%	-7%	3%	nt	i	nt	nt	-8%
O=C(Cn1ccc([N+](=O)[O-])n1)NCC1CCCO1 (stereo not drawn)	0.0%	11%	-13%	0%	3%	i	-5%	9%	10%

Screens (PubChem BioAssay)
